aGal spleen mod: qHTS Assay for Inhibitors and Activators of Human alpha-Galactosidase From Spleen Homogenate; human spleen homogenate, 4MU-alpha-Gal fluorescence, 40 min; Potency, µM (top dose mostly 80 µM), inactives show at the highest dose activity change, negative = inhibition, usual class: inhibitors; 240,000 compounds, 0.008% hits;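 also: 0% = enzyme with vehicle and -100% = no enzyme basal signal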
Target sequence (P06280 32-429 limits assumed): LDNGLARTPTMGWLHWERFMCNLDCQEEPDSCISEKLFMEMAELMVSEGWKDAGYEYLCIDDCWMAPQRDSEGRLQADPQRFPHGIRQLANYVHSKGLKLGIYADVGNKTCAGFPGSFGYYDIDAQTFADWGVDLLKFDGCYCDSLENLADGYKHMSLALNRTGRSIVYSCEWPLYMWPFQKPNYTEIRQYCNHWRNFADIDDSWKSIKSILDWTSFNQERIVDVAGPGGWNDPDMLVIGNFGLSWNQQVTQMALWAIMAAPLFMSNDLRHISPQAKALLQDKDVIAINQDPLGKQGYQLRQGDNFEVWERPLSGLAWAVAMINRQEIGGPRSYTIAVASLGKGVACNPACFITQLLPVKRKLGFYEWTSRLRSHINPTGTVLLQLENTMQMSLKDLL
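Fluorogenic readout (Ex 365/Em 440 nm) of 4-methylumbelliferone released from 1 mM 4-MU-alpha-galactoside by spleen homogenate, 40 min at 37C, pH 5.0. Data normalized to no-enzyme and enzyme controls; Hill-equation AC50 from compound titrations.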
GAA inh: qHTS Assay for Inhibitors of Human alpha-Glucosidase as a Potential Chaperone Treatment of Pompe Disease; purified human GAA, 4-MU-alpha-glucoside fluorescence; Potency, µM (highest dose often 76.9 µM), for inactives: at the highest dose activity change, negative = inhibition, usual class: inhibitors; 200,000 compounds, 0.005% hits; AID 1466, 2008;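 also: plate controls were uninhibited enzyme wells for no effect and no-enzyme background for full effect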
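Human alpha-glucosidase, 4 nM, pre-mixed with test compounds before 400 uM 4-methylumbelliferyl substrate; 20 min room temperature at pH 5.0. Fluorescence read after pH 10 stop; AC50 values from Hill-equation fits.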
Tau fluor counter: Counterscreen qHTS for Inhibitors of Tau Fibril Formation, Fluorescence Polarization; tau K18 P301L (four-repeat tau fragment) Alexa594 fluorescence, heparin fibrillization; Potency, µM (series often up to 57.7 µM), without a hit: at the highest dose activity change, negative = decrease; 280,000 compounds, 0.93% hits; also: % is scaled to controls: 0 for no effect and ±100 for the full control effect; nearly all actives have a fitted effect of over 55% in size
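Human K18 P301L tau (15 uM unlabeled plus 0.24 uM Alexa 594-labeled, final) in 100 mM sodium acetate pH 7 was mixed with compound and 20 uM heparin and incubated 6 hr at 37 C.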
NPSR antag: qHTS Assay for Antagonists of the Neuropeptide S Receptor: cAMP Signal Transduction. Potency, µM (series often up to 38.3 µM), without a hit: top-dose activity change, negative = inhibition, hits mostly inhibitors. 220,000 compounds, 1% hits. CHO-NPSR cells, cAMP TR-FRET, antagonist mode. AID 1461, 2008. Q6W5P4; also: % is scaled to controls: 0 for no effect and ±100 for the full control effect; nearly all actives have a fitted effect of over 50% in size; many of its hits are not listed in these tables
Target sequence (Q6W5P4 whole entry, looked up): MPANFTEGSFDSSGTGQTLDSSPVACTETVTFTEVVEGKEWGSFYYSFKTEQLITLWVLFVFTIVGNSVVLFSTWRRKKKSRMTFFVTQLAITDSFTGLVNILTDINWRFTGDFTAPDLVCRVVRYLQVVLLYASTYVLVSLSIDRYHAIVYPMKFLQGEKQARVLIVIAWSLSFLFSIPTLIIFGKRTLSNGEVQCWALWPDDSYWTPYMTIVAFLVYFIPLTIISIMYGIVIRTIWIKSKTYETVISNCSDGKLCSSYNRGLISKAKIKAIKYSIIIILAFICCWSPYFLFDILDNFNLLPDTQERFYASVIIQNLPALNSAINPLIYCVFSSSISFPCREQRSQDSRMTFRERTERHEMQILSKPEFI
GAA glycogen mod: qHTS Assay for Inhibitors and Activators of Human alpha-Glucosidase Cleavage of Glycogen; recombinant GAA, glycogen substrate, Amplex Red glucose oxidase fluorescence; Potency, µM (top dose mostly 76.4 µM), for inactives: top-dose activity change, negative = inhibition, usual class: inhibitors; 300,000 compounds, 0.38% hits; AID 2100, 2009;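 also: 0% = full enzyme reaction and -100% = no-enzyme basal signal; the screen sought inhibitors and activators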
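qHTS, 1536-well; enzyme 4 nM final; cpd up to 77 uM; substrate bovine liver glycogen 30 ug; 50 mM citrate/phosphate pH 5.0, 0.01% Tween-20; 37 C, 40 min; Amplex Red detection 45 min RT; Hill fit → AC50.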
ALDH1A1 block: qHTS Assay for Inhibitors of Aldehyde Dehydrogenase 1 (ALDH1A1) | Purified ALDH1A1, NADH fluorescence, propionaldehyde substrate | Potency, µM (titrated, usually from 75.3 µM), for the others: at the top dose activity, negative = inhibition, actives largely listed as inhibitors | 220,000 compounds, 7.3% hits | AID 1030, 2008; active = well fitted inhibition curve with a large enough effect, not every such curve was filed as active; inconclusive = small, poorly fitted or top-dose-only effect, or another doubt; inactive = no such curve, though single readings can be large or run the other way;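 also: plate controls were no enzyme wells and a reference inhibitor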
GAA spleen mod: qHTS Assay for Inhibitors and Activators of Human alpha-Glucosidase From Spleen Homogenate | 240,000 compounds, 0.006% hits | AID 2112, 2009 | Lysosomal alpha-glucosidase (Homo sapiens), P10253 | human spleen homogenate, 4-MU-alpha-glucoside fluorescence | Potency, µM (titrated, usually from 79.9 µM), inactives show at the top dose activity change, negative = inhibition, actives largely listed as inhibitors;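 also: 0% = enzyme with vehicle and -100% = no enzyme basal signal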
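Human spleen homogenate (1 ug) with 4-methylumbelliferyl-alpha-D-glucopyranoside (1 mM final) in 50 mM citrate/phosphate pH 5.0, 0.01% Tween-20; 40 min at 37 C. Stopped at pH 10; 4-MU fluorescence Ex 365/Em 440 nm; AC50 by Hill fit.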
Epigenetic derep: Quantitative High-Throughput Screen for Regulators of Epigenetic Control; murine LDR cells, GFP reporter derepression, 30 h; Potency, µM (top dose mostly 53.9 µM), inactives show at the top dose GFP activation, actives largely listed as activators; 280,000 compounds, 0.2% hits; AID 1865, 2009; also: % of control where 0% means no effect; nearly all actives have a fitted effect of over 60% in size
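Reporter derepression read as number of fluorescent GFP-positive objects, 20-120 um in size, counted by laser-scanning cytometer. Mouse LDR line with an epigenetically silenced CMV-GFP locus; compound incubation 30 h, 37 C.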
Active calls of the source: *; ? = inconclusive; nt = no result given; & = joins results of further samples; [ ] = another dose, or the depositor's remark. Unless noted, calls follow the shape of the dose curve; as a rule, active = well fitted curve in the direction sought with a large enough effect; inconclusive = small, poorly fitted or top-dose-only effect, or another doubt; inactive = no such curve, though single readings can be large; an effect the other way counts as inactive or inconclusive. Potency is read from the fitted curve at half-maximal effect. These rows are one share of the data; the hit share may differ from the screen's.

Below each compound: Tau fluor counter | aGal spleen mod | ALDH1A1 block | Epigenetic derep | NPSR antag | GAA glycogen mod | GAA spleen mod | GAA inh
[1] Cc1ccc(C)c(C(=O)OCC(=O)Nc2ccc(N3CCOCC3)cc2)c1
→ -21% | -4% | 2% | -0.4% | 8% | -3% | 2% | 1%
[2] O=C(Nc1ccc2nsnc2c1)N1CCCCC1
→ -18% | -19% | ? | 1.5% | 10%[46.1 µM] | 10% | -22% | -8%
[3] O=C(COC(=O)c1ccc2c(c1Cl)C(=O)c1ccccc1C2=O)NC1CC1
→ ? | -22% | ? | -3.0% | 0% | 7% | -6% | -5%
[4] Cc1cc(-c2ccccc2)c2nncn2n1
→ -5% | -10% | ? | 0.0% | 5%[46.1 µM] | 8% | -5% | -3%
[5] O=C(COc1ccc(Cl)cc1Cl)NNC(=S)NCc1ccco1
→ ? | 5% | 2% | 4.4% | 34% | -25% | 3% | ?
[6] COC(=O)c1ccc(NC(=S)N2CCN(Cc3ccccc3Cl)CC2)cc1
→ ? | -9% | -8% | 5.2% | 45% | -10% | -6% | 3%
[7] Cc1cc(NC(=O)CSc2nnc(-c3ccc(Br)o3)n2Cc2ccccc2)no1
→ -10% | 0% | ? | 2.7% | -19%[46.1 µM] | 0% | -3% | -4%
[8] S=C(NCCCN1CCOCC1)Nc1ccc(Cl)cc1Cl
→ 4% | -2% | 10% | 1.1% | 13% | -3% | -9% | 12%
[9] CCOc1ccccc1NC=C1C(=O)OC2(CCCCC2)OC1=O
→ -10% | 15% | 0.71µM* | -1.0% | ? | -7% | 5% | -9%
[10] O=C(CCN1C(=O)C2CC=C(Cl)CC2C1=O)N1CCCCC1 (configuration not stated)
→ -5% | -3% | ? | 0.9% | -6%[46.1 µM] | -5% | -4% | -11%
[11] CC1Cc2ccccc2N1C(=O)CSc1nnc(CSc2ncccn2)n1C (configuration not stated)
→ -1% | 13% | ? | 0.0% | ? | -7% | 8% | -5%
[12] CN(C)S(=O)(=O)c1ccc(C(=O)Nc2nnc(-c3ccc4c(c3)CCCC4)o2)cc1
→ -21% | -3% | -13% | -0.8% | -9%[46.1 µM] | -5% | -4% | -11%
[13] Cn1c2ccc(F)cc2c2ncn(CCN3CCOCC3)c(=O)c21
→ 6% | 13% | ? | -1.1% | -4%[46.1 µM] | -3% | 2% | -1%
[14] CCOC(=O)C1=C(O)/C(=C/c2cc(OC)c(O)c(OC)c2)SC1=Nc1ccc(OC)cc1
→ -8% | -3% | 0% | ? | -15% | -2% | -9% | -24%
[15] Cc1c(C(=O)NCC2CCCO2)oc2ccc(S(=O)(=O)N3CCCCC3)cc12 (configuration not stated)
→ -15% | -6% | ? | 11% | 6% | 6% | -6% | 0%

Given tab-delimited: entries from further up
No.	molecule	Tau fluor counter	aGal spleen mod	ALDH1A1 block	Epigenetic derep	NPSR antag	GAA glycogen mod	GAA spleen mod	GAA inh
12	CN(C)S(=O)(=O)c1ccc(C(=O)Nc2nnc(-c3ccc4c(c3)CCCC4)o2)cc1	-21%	-3%	-13%	-0.8%	-9%[46.1 µM]	-5%	-4%	-11%
15	Cc1c(C(=O)NCC2CCCO2)oc2ccc(S(=O)(=O)N3CCCCC3)cc12 (configuration not stated)	-15%	-6%	?	11%	6%	6%	-6%	0%
9	CCOc1ccccc1NC=C1C(=O)OC2(CCCCC2)OC1=O	-10%	15%	0.71µM*	-1.0%	?	-7%	5%	-9%
6	COC(=O)c1ccc(NC(=S)N2CCN(Cc3ccccc3Cl)CC2)cc1	?	-9%	-8%	5.2%	45%	-10%	-6%	3%
14	CCOC(=O)C1=C(O)/C(=C/c2cc(OC)c(O)c(OC)c2)SC1=Nc1ccc(OC)cc1	-8%	-3%	0%	?	-15%	-2%	-9%	-24%
3	O=C(COC(=O)c1ccc2c(c1Cl)C(=O)c1ccccc1C2=O)NC1CC1	?	-22%	?	-3.0%	0%	7%	-6%	-5%
5	O=C(COc1ccc(Cl)cc1Cl)NNC(=S)NCc1ccco1	?	5%	2%	4.4%	34%	-25%	3%	?

Further structures follow.
Below each compound: Tau fluor counter | aGal spleen mod | ALDH1A1 block | Epigenetic derep | NPSR antag | GAA glycogen mod | GAA spleen mod | GAA inh
[16] COc1ccccc1NC1=C(NC(C)=O)C(=O)c2ccccc2C1=O
→ -29% | -2% | ? | -7.4% | -37% | 5% | -1% | 1%
[17] COC(=O)c1sc(S(=O)(=O)NCc2cccs2)c(C(=O)OC)c1C
→ -20% | -4% | 14µM* | 0.0% | -18%[46.1 µM] | -5% | 3% | 1%
[18] COC(=O)[C@@]1(Cc2ccc(F)cc2)[C@H]2c3cc(C(=O)N(C)C)n(CCc4ccc(OC)c(Br)c4)c3C[C@H]2CN1C(=O)c1ccccc1
→ -8%&-3% | 2%&-2% | -8%&3% | -1.1%&2.9% | -52% | -5% | 2%&2% | -7%
[19] O=C(Nc1cc(=O)[nH]c2ncnn12)c1ccccc1Cl
→ -3% | -5% | 6% | -4.5% | -20%[46.1 µM] | 4% | -3% | -5%
[20] COc1ccc(-n2cc(C#N)c(=O)n(Cc3ccc(F)cc3)c2=O)cc1
→ -5% | -4% | ? | -2.6% | -10% | 8% | -10% | -15%
[21] COc1ccc(C(=O)OCC(=O)NCC2CCCO2)cc1[N+](=O)[O-] (configuration not stated)
→ -5% | 3% | ? | -2.6% | 5% | 10% | 1% | 10%
[22] Cc1ccc(SCc2cc(=O)[nH]c(Nc3nc(C)c4ccccc4n3)n2)cc1
→ -9% | 5% | ? | -1.9% | -2% | 0% | -1% | -2%
[23] O=C(CNCc1ccco1)Nc1cccc(S(=O)(=O)N2CCCCC2)c1
→ -10% | 4% | nt | 0.1% | -14% | 2% | -2% | nt
[24] COc1ccc(-c2nc(-c3ccccc3)c(-c3cc([N+](=O)[O-])ccc3C)[nH]2)cc1OC
→ ? | 11% | -7% | 0.5% | 7.9µM* | -4% | 0% | -14%
[25] Cc1ccc(N/C(N)=N/c2nc(CSc3ccc(C)cc3)cc(=O)[nH]2)cc1
→ -9% | -11% | 10% | -0.1% | -17%[46.1 µM] | -3% | -4% | 5%
[26] COc1ccc(CCNC(=O)CCNS(=O)(=O)c2ccc3c(c2)CCN3C(C)=O)cc1OC
→ 3% | -7% | 10% | 1.2% | ? | 0% | -3% | -11%
[27] CCOc1ccc(N(CC(=O)N2CCc3ccccc32)S(=O)(=O)c2c(C)noc2C)cc1
→ -21% | 7% | -2% | 0.8% | -19%[46.1 µM] | -10% | 1% | -8%[15.4 µM]
[28] COc1cc2[nH]c(-c3cccc(F)c3)cc(=O)c2cc1OC
→ -6% | -1% | ? | 3.8% | 5% | 5% | -2% | -2%
[29] O=C(Cc1cc(=O)[nH]c(=O)[nH]1)N1CCC(Cc2ccccc2)CC1
→ 6% | -3% | -1% | 0.0% | 8%[46.1 µM] | -1% | -17% | 4%
[30] COc1ccc(-c2cnc3nc(/N=C/N(C)C)nn3c2/N=C/N(C)C)cc1
→ 7% | -2% | -7% | -0.4% | 5% | 0% | -1% | -10%
[31] COc1ccc(CCNC(=O)C2CCN(C(=O)N(C)C)CC2)cc1OC
→ 16% | 3% | -1% | -3.2% | -7%[46.1 µM] | 5% | 10% | -1%
[32] O=S(=O)(c1cccs1)N1CN(Cc2ccco2)c2nc3ccccc3nc21
→ ? | -3% | nt | ? | 16%[7.67 µM] | -2% | 2% | nt
[33] COc1ccc(C2C(C#N)=C(N)OC3=C2C(=O)CC(C)(C)C3)cc1OC (configuration not stated)
→ -11% | 5% | 3% | 0.0% | -5% | -7% | -1% | 1%
[34] Cc1ccc(-c2csc3nnc(SCC(=O)Nc4nsc(-c5ccccc5)n4)n23)cc1
→ -15% | -4% | 8.9µM* | -2.4% | ? | 2% | -4% | -10%
[35] c1ccc2c(Oc3ccc4c(c3)OCO4)nncc2c1
→ -6% | 4% | -6% | 0.3% | -19%[46.1 µM] | -11% | -6% | -2%
[36] Cc1cc(C)nc(NC(=O)CN2C(=O)c3ccccc3C2=O)n1
→ 2% | 1% | 1% | -1.6% | 1%[46.1 µM] | 5% | 1% | 0%
[37] O=C(C1CCN(Cc2cn[nH]c2-c2ccc(F)cc2F)CC1)N1CCOCC1
→ -7% | 5% | 0% | 0.3% | -21% | 3% | 1% | -3%
[38] COc1cc(Nc2nc(SCC#N)nc3ccccc23)cc(OC)c1OC
→ -12% | -4% | -3% | -1.0% | -18%[46.1 µM] | 8% | -8% | -3%
[39] CC(=O)c1ccc(N2CCN(C(=O)C3CCN(S(=O)(=O)Cc4ccccc4)CC3)CC2)cc1
→ -3% | 3% | -2% | 2.3% | -6%[46.1 µM] | -16% | 2% | -1%
[40] Cc1cnc(C(=O)OCC(=O)Nc2ccc(Oc3ccccc3)cc2)cn1
→ 8% | 4% | -3% | -1.1% | -1%[46.1 µM] | 5% | -5% | 0%
[41] Cc1csc(SCC(=O)Nc2ccc(Cl)cn2)n1
→ -3% | 5% | 2% | -3.9% | -11%[46.1 µM] | 5% | -14% | 1%
[42] COc1ccc(Cc2c(O)nc(SC)n(C(C)=O)c2=O)cc1
→ -7% | -4% | 0% | -1.0% | -7%[46.1 µM] | 10% | -9% | -2%
[43] Cc1ccc(/C(N)=N/OC(=O)Cc2cccc3ccccc23)cc1
→ -10% | -2% | -2% | -0.4% | -5% | -11% | -21% | -1%
[44] CCOc1ccc2[nH]cc(C(=O)N3CCN(CC)CC3)c(=O)c2c1
→ 4% | 4% | ? | 0.9% | 4%[46.1 µM] | 7% | -7% | -3%
[45] OCCN1CCN(CC(O)COc2ccc(C34CC5CC(CC(C5)C3)C4)cc2)CC1 (configuration not stated)
→ -14% | -2% | -10% | 4.4% | 23% | -2% | 2% | -7%
[46] Cc1cc2nc(SCC(=O)N(C)C)c3c(c2cc1C)CCCC3
→ -13% | -2% | -9% | 1.1% | ? | -14% | -4% | -1%

Compound activity: PubChem BioAssay, National Center for Advancing Translational Sciences (NCATS)
